Bioassay records from PubChem.
KCNK3 inh = human KCNK3 channel inhibition, primary screen. O14649. CHO-KCNK3 thallium flux, FluxOR fluorescence; hits give low values. B-score at 10 µM. 340,000 compounds, 0.84% hits. AID 602410;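 active = B-score under library mean minus 4 SD, starting fluorescence ratio at most library mean plus 5 SD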;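 also: more negative B-score means stronger inhibition of thallium flux through KCNK3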
KCNK9 inh = human KCNK9 channel inhibition; Q9NPC2; HEK293 KCNK9, FluxOR thallium flux fluorescence; hits give low values; B-score at 10 µM; 310,000 compounds, 1.2% hits; AID 488922;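 active = ratio B-score over 3 SD below the library mean, with starting fluorescence within 5 SD of its mean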;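 also: negative B-score means less thallium flux so channel inhibition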
Target sequence (Q9NPC2 whole entry, looked up): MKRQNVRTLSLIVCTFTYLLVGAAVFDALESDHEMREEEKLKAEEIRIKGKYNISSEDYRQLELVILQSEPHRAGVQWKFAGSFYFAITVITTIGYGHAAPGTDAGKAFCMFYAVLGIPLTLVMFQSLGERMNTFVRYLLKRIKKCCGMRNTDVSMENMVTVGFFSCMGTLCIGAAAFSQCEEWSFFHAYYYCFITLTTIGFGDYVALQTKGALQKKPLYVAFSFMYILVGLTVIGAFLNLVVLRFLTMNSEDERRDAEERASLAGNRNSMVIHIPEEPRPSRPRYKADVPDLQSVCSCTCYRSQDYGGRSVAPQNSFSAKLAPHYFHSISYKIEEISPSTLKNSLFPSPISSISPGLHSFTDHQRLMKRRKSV
GSK3A inh = human GSK-3 alpha kinase inhibition | P49840 | ADP-Glo luminescence, 60 min | inhibition, % at 10 µM | 320,000 compounds, 0.1% hits | AID 2650;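 in the data active = inhibition above about 50%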;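 also: GST-tagged GSK-3 alpha with peptide substrate and 25 µM ATP; 0% = DMSO neutral wells and 100% = GW8510 positive control wells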
Target sequence (P49840 whole entry, looked up): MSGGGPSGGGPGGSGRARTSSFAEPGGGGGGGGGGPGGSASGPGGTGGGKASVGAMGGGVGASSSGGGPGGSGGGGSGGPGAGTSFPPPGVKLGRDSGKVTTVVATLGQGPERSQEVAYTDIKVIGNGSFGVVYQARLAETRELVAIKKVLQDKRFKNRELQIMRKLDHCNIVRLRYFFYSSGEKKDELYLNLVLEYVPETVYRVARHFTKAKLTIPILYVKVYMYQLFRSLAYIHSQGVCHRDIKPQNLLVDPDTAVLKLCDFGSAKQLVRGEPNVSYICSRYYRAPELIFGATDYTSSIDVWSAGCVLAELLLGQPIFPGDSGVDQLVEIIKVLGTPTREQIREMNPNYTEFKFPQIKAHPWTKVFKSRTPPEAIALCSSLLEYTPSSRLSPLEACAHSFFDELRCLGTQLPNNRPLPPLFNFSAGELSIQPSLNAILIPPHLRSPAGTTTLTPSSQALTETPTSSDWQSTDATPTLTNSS
hERG rescue = shields human hERG channel from block by proarrhythmic agents | activation (rescue from dofetilide block), less the hit threshold, % at 10 µM | 310,000 compounds, 0.51% hits | CHO-hERG, FluxOR thallium flux, dofetilide IC70 present | AID 1511 | Q12809;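 active = activation above the mean of controls blocked by dofetilide plus 5 SD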;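 also: thallium influx through hERG after potassium depolarization seen as dye fluorescence rise; in these data hits start at about 4.7%; inactives centre near -7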
GSK3B inh = human GSK3beta kinase inhibition | GST-GSK3beta kinase, ADP-Glo luminescence, 60 min; hits give low values | P49841 | 300,000 compounds, 0.038% hits | activity score (negative = inhibition), % at 10 µM | AID 2097;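 active = more than half of replicate wells score below -50%, meaning over 50% inhibition versus plate controls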;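 also: 0% = median DMSO wells and -100% = median GW8510 positive control wells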
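Assay system: GST-tagged human GSK3beta kinase, cell-free; Input: 1.6 ng GSK3beta; Medium: Tris/MgCl2 kinase buffer; Timing: 60 min enzyme reaction, room temperature; Signal: ADP-Glo luminescence quantifying ADP generated by kinase; Evaluation: score relative to plate controls; Benchmarks: DMSO neutral wells and GW8510 at 20 µM as positive.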
KCNQ1 block = inhibitors of human KCNQ1 potassium channel. P51787. CHO-K1 KCNQ1, FluxOR thallium flux fluorescence; hits give high values. B-score at 10 µM. 310,000 compounds, 1.3% hits. AID 2642;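 active = compounds whose thallium flux B-score, printed positive for inhibition, exceeds three library SD while starting fluorescence stays within three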;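 also: channel opened by potassium depolarization with thallium stimulus after 20 min compound exposure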
HDAC3 inh = blocks human histone deacetylase 3; O15379; recombinant HDAC3, fluorogenic peptide/trypsin coupled, fluorescence; inhibition, % at 8.3 µM; 320,000 compounds, 0.15% hits; in the data active = inhibition above about 26%, passing the limit was not always enough
PolyA inh = yeast polyadenylation inhibition. S. cerevisiae SKY197-pL101 polyadenylation reporter, beta-gal luminescence; efflux-impaired pdr1/pdr3 knockout yeast; score 100 = 6 SD above DMSO. calls only at 12 µM. 300,000 compounds, 0.02% hits. AID 1875;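 active = lowest replicate activity score at least 50, where 100 means six control SD above control mean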;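 also: yeast exposed to compound for 9 h at 30 °C; higher score means more reporter readthrough which indicates perturbed polyadenylation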
KCNQ1 act = human KCNQ1 channel potentiation or activation. P51787. CHO-K1 KCNQ1, thallium flux FluxOR fluorescence; hits give high values. B-score at 10 µM. 310,000 compounds, 0.35% hits. AID 2648;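 active = fluorescence ratio B-score, a plate-corrected score, at least three library SD, with initial intensity B-score within 5 SD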
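System: Stable KCNQ1 CHO-K1 line | Incubation: 90 min dye loading and 20 min compound exposure, both at room temperature | Measure: Ratio B score | Medium: Assay buffer for compound exposure, DMSO matched across wells | Compound dosing: Single-concentration screen | Probe or stimulus: K+/Tl+ depolarizing stimulus | Measured by: Kinetic FluxOR fluorescence, 10 s baseline plus 110 s post-stimulus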
RGS4 act = RGS4 potentiation or activation | HEK293 M3R/inducible RGS4, carbachol calcium flux Fluo4; hits give low values | B-score at 10 µM | 310,000 compounds, 0.92% hits | AID 463111;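 active = B-score of the integrated calcium signal more than 4 SD below the library mean, with starting fluorescence not abnormally high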;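 also: negative B-score means reduced calcium response which marks RGS4 activation or potentiation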
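test system = M3R-expressing HEK293 line, RGS4 induced by doxycycline | probe or stimulus = carbachol at ECmax as muscarinic agonist stimulus | timing = dye loading 30 min 37 °C, buffer rest 30 min RT | signal = calcium dye Fluo4 fluorescence | evaluation = B score from integrated fluorescence ratio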
Dyrk1A ADPGlo = blocks rat Dyrk1A kinase activity | Q63470 | ADP-Glo luminescence, NFATc1 peptide | inhibition, % at 12.5 µM | 310,000 compounds, 0.43% hits | AID 504441; in the data active = inhibition above about 50%;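 also: plate controls were vehicle with enzyme for no effect and no enzyme for full effect; many of its hits are not listed in these tables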
* = called active by the depositor; i = inactive; x = no result given. Some of the compounds tested, so the mix of outcomes need not match the whole.

SMILES	KCNK3 inh	KCNK9 inh	GSK3A inh	hERG rescue	GSK3B inh	KCNQ1 block	HDAC3 inh	PolyA inh	KCNQ1 act	RGS4 act	Dyrk1A ADPGlo
COc1ccccc1C(=O)NCC(=O)NC(C)CCc1ccccc1 (centres undefined)	i	i	-5	-6	1	i	2	i	i	i	2
O=C(CSc1nnc(-c2ccccc2)c(-c2ccccc2)n1)NC1CCS(=O)(=O)C1 (centres undefined)	i	i	-2	-1	-3	i	-3	i	i	i	3
COc1cc2ncnc(NCCc3ccccc3)c2cc1OC	i	i	-1	-23	-19	i	-1	i	i	i	10
Cc1nnc(NN2CCOCC2)[nH]c1=O	i	i	-1	-8	2	i	-4	i	i	i	1
CCOCCn1c(=NC(=O)CSCC(=O)Nc2cc(C)on2)sc2cc(OC)ccc21	i	i	-1	-5	-2	i	x	i	i	i	-6
Cc1cc2ccccc2c(=O)n1CC(=O)N(C)c1ccc(F)cc1	i	i	0	-2	1	i	-1	i	i	i	-3
O=C(CN1C(=O)c2ccccc2S1(=O)=O)c1ccc(F)c(F)c1	i	i	1	0	-5	i	4	i	i	i	-6
Cc1cccc(Cn2cnc3c(NS(C)(=O)=O)c(C)c(C)cc32)c1	i	i	-10	-7	2	i	9	x	i	i	-6
COc1ccc(-n2nc3c(N4CCC(C(=O)NCc5ccccc5)CC4)nnc(C)c3c2C)cc1	i	i	-1	-10	-1	i	1	i	i	i	-3
CCCCCSc1nc(O)cc(=O)[nH]1	i	i	-3	-11	3	i	0	i	i	i	-2
Cc1ccccc1NC(=O)c1cc(S(=O)(=O)N2CCOCC2)cn1C	i	i	-1	-5	0	i	0	i	i	i	5
Nc1c(C(=O)Nc2ccc(Cl)c(Cl)c2)sc2nc(-c3cccnc3)ccc12	x	i	0	-8	3	i	-9	i	i	i	x
Cc1ccsc1C(=O)Nc1cc(C(C)(C)C)nn1-c1ccccc1	i	i	-4	-11	2	i	0	i	i	i	-8
N#Cc1nc(-c2cccs2)oc1NCc1ccccc1Cl	i	i	13	-7	-6	i	-142	i	i	i	51*
Cc1ccc(NC(=O)CN2CCCC2)cc1Br	i	i	0	-4	-2	i	-13	i	i	i	-11
COc1ccc(C(O)Cn2ccsc2=NC(C)=O)cc1 (centres undefined)	i	i	0	0	1	i	4	i	i	i	-10
c1ccc2sc(Sc3ncnc4sccc34)nc2c1	i	i	1	-4	2	i	-3	i	i	i	0
Cc1ccc2[nH]cc(C(=O)CN3CCN(c4ccccc4F)CC3)c2c1	i	i	-1	-9	-1	i	-9	i	i	i	-3
COc1ccc(N(CC(=O)Nc2cc(C)ccc2C)S(=O)(=O)c2ccccc2[N+](=O)[O-])c(OC)c1	i	i	0	-8	3	i	2	i	i	i	-1
COc1ccc(CCNC(=O)c2cc(CC(C)C)on2)cc1OC	i	i	-2	-6	0	i	0	i	i	i	0
O=C(NCc1cccnc1)c1cc2ccccc2oc1=O	i	i	-2	2	-1	i	9	i	i	i	2
COc1ccc(-c2csc3nc(C)nc(N4CCC(C)CC4)c23)cc1OC	i	i	-1	0	-27	i	-2	i	i	i	5
Cc1cc(C)c(NC(=O)C2c3ccccc3Oc3ccccc32)c(C)c1	i	i	2	0	2	i	0	i	i	i	-3
Cc1ccc(SCCC(=O)OCC(=O)Nc2ncc(Cl)cc2Cl)cc1	i	i	0	-6	0	i	6	i	i	i	-2
O=C(COc1c(F)c(F)cc(F)c1F)NC(=O)NC1CCCC1	i	i	-2	-2	-1	i	9	i	i	i	5

Given with each value named: two of the compounds above
> Cc1cccc(Cn2cnc3c(NS(C)(=O)=O)c(C)c(C)cc32)c1
  KCNK3 inh: i
  KCNK9 inh: i
  GSK3A inh: -10
  hERG rescue: -7
  GSK3B inh: 2
  KCNQ1 block: i
  HDAC3 inh: 9
  PolyA inh: x
  KCNQ1 act: i
  RGS4 act: i
  Dyrk1A ADPGlo: -6
> Nc1c(C(=O)Nc2ccc(Cl)c(Cl)c2)sc2nc(-c3cccnc3)ccc12
  KCNK3 inh: x
  KCNK9 inh: i
  GSK3A inh: 0
  hERG rescue: -8
  GSK3B inh: 3
  KCNQ1 block: i
  HDAC3 inh: -9
  PolyA inh: i
  KCNQ1 act: i
  RGS4 act: i
  Dyrk1A ADPGlo: x

More structures:
SMILES	KCNK3 inh	KCNK9 inh	GSK3A inh	hERG rescue	GSK3B inh	KCNQ1 block	HDAC3 inh	PolyA inh	KCNQ1 act	RGS4 act	Dyrk1A ADPGlo
COCCCNC(=S)Nc1c(C)cc(C)cc1C	i	i	1	-2	5	i	-4	i	i	i	0
COc1ccc(S(=O)(=O)N2CCCCCC2)cc1C(=O)N(CC(C)C)C1CCS(=O)(=O)C1 (centres undefined)	i	i	-3	-8	-1	i	3	i	i	i	4
O=C(CN1CCCc2ccccc21)NCCc1ccc(F)cc1	i	i	-2	-12	-1	i	0	i	i	i	x
Cc1ccc(S(=O)(=O)NCC(=O)N(CC(=O)NCC2CCCO2)Cc2ccco2)cc1 (centres undefined)	i	i	-9	-7	8	i	6	i	i	i	-5
Cc1ccc(N(C(=O)CNC(=O)c2ccco2)C(C(=O)NC2CCCCC2)c2ccncc2)cc1F (centres undefined)	i	i	0	-5	3	i	-1	i	i	i	-8
COc1cc(OC)cc(C(=O)NC(c2ccccc2)c2ccccc2)c1	i	i	1	0	4	i	3	i	i	i	x
CSc1nnc(-c2ccc([N+](=O)[O-])cc2)o1	i	i	5	-1	0	i	9	i	i	i	1
O=C(NCCc1ccccc1F)C1CCC(=O)N(Cc2ccccc2F)C1 (centres undefined)	i	i	-4	-4	0	i	1	i	i	i	-4
COc1ccccc1N=c1scc(-c2ccc3c(c2)NC(=O)CO3)n1CC1CCCO1 (centres undefined)	i	i	-1	-18	0	i	-5	i	i	i	-7
COc1ccc(NC(=O)CCc2ccccc2)cc1NC(=O)c1ccco1	i	i	-2	-15	-4	i	1	i	i	i	-4
CNS(=O)(=O)c1cccc(C(=O)OCC(=O)NC(C)CCc2ccccc2)c1 (centres undefined)	i	i	-1	-6	3	i	-1	i	i	i	-2
COc1ccc(NC(=O)Nc2cc(C(=O)O)ccc2N2CC3CC(C2)c2cccc(=O)n2C3)c(OC)c1 (centres undefined)	i	i	0	-6	1	i	-7	i	i	i	-5
Cc1cccc(NC(=O)C(=O)N/N=C/c2ccncc2)c1	i	i	0	-2	0	i	3	i	i	i	0
CCOc1nc(Nc2ccc([N+](=O)[O-])cc2)nc(NC(C)(C)C)n1	i	i	-2	-10	-1	i	-2	i	i	i	-3
Cc1cc(C(=O)N/N=C2\CC(=O)c3ccccc32)c(C)n1-c1ccccc1	i	i	x	-14	4	i	7	i	i	i	0
NC(=O)C1=C[C@H](c2coc3ccccc3c2=O)C[C@H](OCCCCO)O1	i	i	0	-8	4	i	1	i	i	i	-2
COC(=O)C1CCN(C(=O)CSc2ccccc2)CC1	i	i	-4	-9	-3	i	-4	i	i	i	0
O=C1c2ccccc2C(=O)N1Nc1ccccc1	i	i	-2	-8	1	i	1	i	i	i	3
O=C(N/N=C/c1ccc(Sc2ccccn2)o1)c1cc2ccccc2cc1O	i	i	-1	1	1	i	3	i	18*	i	23
COc1ccc(CCNC(=O)COC(=O)c2ccco2)cc1OC	i	i	2	-16	1	i	-1	i	i	i	-2
O=C(CN1CCN(c2ccc(O)cc2)CC1)Nc1cc(S(=O)(=O)N2CCOCC2)ccc1Cl	i	i	1	-10	0	i	-2	i	i	i	-2
Cc1cccc(-c2n[nH]c(=S)n2-c2ccccc2)c1[N+](=O)[O-]	i	i	0	-11	1	i	-3	i	i	i	-1
Cc1c(/C=N\NC(=O)C2(C)CC2(Cl)Cl)cnn1C (centres undefined)	i	i	-1	-11	1	i	4	i	i	i	0
NC(=O)c1cc(S(=O)(=O)NCCc2ccccc2)cs1	i	i	1	-5	-1	i	1	i	i	i	-4
CCCCCOc1ccc(C(=O)CCC(=O)Nc2ccc(NC(C)=O)cc2)cc1	i	i	-2	-4	4	i	-2	i	i	i	10

Next section
SMILES	KCNK3 inh	KCNK9 inh	GSK3A inh	hERG rescue	GSK3B inh	KCNQ1 block	HDAC3 inh	PolyA inh	KCNQ1 act	RGS4 act	Dyrk1A ADPGlo
COc1cc(/C=N/NC(N)=O)ccc1OC(=O)c1cccs1	i	i	2	-11	x	i	4	i	i	i	-6
COc1cccc(N/C=C/C(=O)c2ccc(OC)c(OC)c2)c1	i	i	-2	-2	0	i	15	i	i	i	1
CCCCN=C1NN=C(c2cc3ccccc3o2)CS1	i	i	-1	-4	-3	i	14	i	i	i	3
O=C1c2ccccc2NC(c2cccc(O)c2)N1O (centres undefined)	i	i	3	-1	3	i	8	i	i	i	15
CCN1CCN(S(=O)(=O)c2ccc(Cl)c(C(=O)NC3CCCCC3)c2)CC1	i	i	-5	-10	-4	i	-4	i	i	i	5
O=C(Nc1ccccc1C(F)(F)F)c1cc(-c2ccco2)on1	i	i	-2	-1	1	i	4	i	i	i	0
O=C(Nc1ccc(Cl)cc1)Nc1nc(-c2ccccc2O)cs1	i	i	-2	-16	-2	i	-4	i	i	i	5
Cc1ccc(-c2nc(C#N)c(NCc3ccco3)o2)cc1	i	i	x	-6	2	i	x	i	i	i	-1
COc1ccc(-c2nc(Cn3c(SCc4cccc(F)c4)nc4ccncc43)c(C)o2)cc1OC	i	i	-1	-12	0	i	-1	i	i	i	-2
Cc1ccccc1NC(=O)CN1C(=O)N/C(=C\c2ccccc2OCc2ccc(C(=O)O)cc2)C1=O	i	i	0	1	2	i	9	i	i	i	0
CCC(c1nnnn1Cc1ccc(F)cc1)N1CCN(C2CCCCC2)CC1 (centres undefined)	i	i	0	-5	1	i	-8	i	i	i	13
CCN(CC)c1nc(C)c(C(=S)Nc2cc([N+](=O)[O-])ccc2Cl)s1	i	i	-9	-9	3	i	-5	i	i	i	-6
O=C(NCCN1CCOCC1)/C(=C\c1ccc(Br)cc1)NC(=O)c1cccs1	i	i	-5	-8	1	i	0	i	i	i	-6
S=C(NCCc1c[nH]c2ccccc12)NC1CCCC1	i	i	3	-3	1	i	1	i	i	i	-5
COc1ccc(Cl)cc1N(C(=O)c1ccco1)C(C(=O)NC1CCCC1)c1ccco1 (centres undefined)	i	i	-1	-4	0	i	-4	i	i	i	3
c1cn2cc(CSC3CCCCC3)nc2s1	i	i	-6	-3	-1	i	-2	i	i	i	0
